Assay outcomes (PubChem BioAssay)
D2 agonist = HTS Assay for Allosteric Agonists of the Human D2 Dopamine Receptor: Primary Screen for Agonists. activation, % at 2 µM. HEK293 T-REx D2 cells, calcium flux agonist mode. AID 485358, 2010. D(2) dopamine receptor (Homo sapiens), P14416. hit rate 0.53% among 340,000;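 active means activation over 3 SD above normal in the single-dose calcium agonist read, cut at about 30% in these data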; further: 0% is about no effect
Target sequence (P14416 whole entry, looked up): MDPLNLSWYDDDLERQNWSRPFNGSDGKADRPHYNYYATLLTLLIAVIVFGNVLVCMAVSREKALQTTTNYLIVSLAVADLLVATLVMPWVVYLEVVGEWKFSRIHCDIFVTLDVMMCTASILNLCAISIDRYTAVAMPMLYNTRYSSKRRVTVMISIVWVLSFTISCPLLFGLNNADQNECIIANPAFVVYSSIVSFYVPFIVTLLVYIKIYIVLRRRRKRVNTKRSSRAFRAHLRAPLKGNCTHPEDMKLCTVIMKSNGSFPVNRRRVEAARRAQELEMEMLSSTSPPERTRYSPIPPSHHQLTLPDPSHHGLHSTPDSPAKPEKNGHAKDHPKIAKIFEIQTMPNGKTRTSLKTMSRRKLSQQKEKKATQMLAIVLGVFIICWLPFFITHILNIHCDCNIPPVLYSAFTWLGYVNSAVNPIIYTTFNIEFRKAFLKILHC
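Agonism scored from kinetic calcium signal (1 read/sec, 180 s) following compound pin transfer, after a 10 s baseline. Cells: HEK293 Trex line expressing inducible D2 receptor coupled to calcium, dye-loaded after overnight culture at 30 C.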
D2 antag = HTS Assay for Allosteric Antagonists of the Human D2 Dopamine Receptor: Primary Screen for Antagonists | inhibition, % at 10 µM | hit rate 2% among 340,000 | D(2) dopamine receptor (Homo sapiens), P14416 | HEK293 TREx D2 cells, calcium flux, dopamine EC80 | AID 485344, 2010; in the data active means inhibition above about 30%; further: 0% is about no effect
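Antagonism is scored as inhibition of an EC80 dopamine-evoked calcium signal in a force-coupled, tetracycline-inducible HEK293 T-REx D2 line, with compound present 180 s before agonist.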
D2 potentiator = HTS Assay for Positive Allosteric Modulators of the Human D2 Dopamine Receptor: Primary Screen for Potentiators; HEK293 T-REx D2, calcium flux, EC20 dopamine potentiation; D(2) dopamine receptor (Homo sapiens), P14416; potentiation, % at 10 µM; AID 485347, 2010; hit rate 0.34% among 340,000;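 active means potentiation over 3 SD above the plate norm, cut at about 30% in these data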; further: 0% is about no effect
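Calcium flux readout, no-wash dye, 1 read/s. Inducible HEK293 Trex D2 line, overnight 30 C. Compound alone 180 s (agonist flags), then EC20 dopamine, another 180 s to score potentiation.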
D1 antagonist = Antagonist of Human D 1 Dopamine Receptor: qHTS; D(1A) dopamine receptor (Homo sapiens), P21728; HEK293 TREx D1 cells, calcium flux, dopamine EC80; stronger effect = lower value; activity change, negative = inhibition, % at 10 µM; hit rate 3.2% among 360,000; AID 504652, 2011; in the data active means activity change below about -30%; further: on the % scale 0 is the no-effect control and ±100 the full control effect
Target sequence (P21728 whole entry, looked up): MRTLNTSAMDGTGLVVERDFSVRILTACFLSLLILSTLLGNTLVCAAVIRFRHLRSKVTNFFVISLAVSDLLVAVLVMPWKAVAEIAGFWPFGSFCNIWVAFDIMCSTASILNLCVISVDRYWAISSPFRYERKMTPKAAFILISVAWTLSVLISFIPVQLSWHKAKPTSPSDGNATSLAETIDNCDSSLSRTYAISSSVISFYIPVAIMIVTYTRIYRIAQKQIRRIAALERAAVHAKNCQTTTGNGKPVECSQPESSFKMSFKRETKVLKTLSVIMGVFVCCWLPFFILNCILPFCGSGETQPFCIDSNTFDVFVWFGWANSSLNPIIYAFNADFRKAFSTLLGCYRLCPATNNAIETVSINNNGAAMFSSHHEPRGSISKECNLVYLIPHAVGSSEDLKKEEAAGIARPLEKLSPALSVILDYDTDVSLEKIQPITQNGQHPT
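Calcium flux readout: force-coupled, inducible Hek293 Trex D1 line, cells induced overnight at 30 C with tetracycline, dye-loaded 30–90 min at RT. Antagonism scored against EC80 dopamine challenge given 180 s after compound.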
TRHR ag = qHTS for Small Molecule Agonists and Allosteric Enhancers of Human TRH Receptor: Primary Screen for Agonists; AID 493084, 2011; Thyrotropin-releasing hormone receptor (Homo sapiens), P34981; hit rate 0.18% among 360,000; TRHR cells, calcium flux fluo-8, FDSS agonist mode; activation, % at 2 µM; further: 0% is about no effect
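Read-out: compound-evoked intracellular calcium rise in TRHR cells, fluo-8 dye, kinetic FDSS fluorescence at 1 s/cycle following a 10-cycle baseline. Cells cultured overnight before dye loading (30 min–1.5 h, RT).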
TRHR PAM = qHTS for Small Molecule Agonists and Allosteric Enhancers of Human TRH Receptor: Primary Screen for Enhancers; hit rate 0.66% among 360,000; enhancement, % at 2 µM; AID 493056, 2011; TRHR cells, fluo-8 calcium fluorescence, EC20 TRH enhancement; in the data active means enhancement above about 30%; further: 0% is about no effect
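TRHR-expressing cells loaded with fluo-8 calcium dye were read kinetically (ex 480/em 530) during compound addition, then stimulated with an EC20 of TRH (10 nM final). Enhancement of the Gq-mediated intracellular calcium response was scored.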
D1 agonist = Allosteric Agonists of the Human D1 Dopamine Receptor: qHTS; D(1A) dopamine receptor (Homo sapiens), P21728; hit rate 1% among 360,000; HEK293 T-REx D1 cells, calcium flux, agonist mode; activation, % at 2 µM; further: 0% is about no effect
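Inducible HEK293 T-REx D1 cells, force-coupled to calcium signalling, were plated at 4000 cells/well with tetracycline and held overnight at 30 C. After no-wash calcium dye loading, compound-evoked calcium rise over 180 s flagged agonists.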
D1 PAM = Potentiators of Human D1 Dopamine Receptor: qHTS. D(1A) dopamine receptor (Homo sapiens), P21728. HEK293 TREx D1 cells, calcium flux, dopamine EC20 potentiation. hit rate 0.036% among 360,000. potentiation, % at 10 µM; in the data active means potentiation above about 30%; further: 0% is about no effect
RXFP1 antagonist = qHTS Assay for Antagonists of the Relaxin Receptor RXFP1; HEK293-RXFP1, relaxin-stimulated cAMP HTRF, 30 min; stronger effect = lower value; AID 1259400, 2018; hit rate 0.59% among 350,000; activity change, negative = inhibition, % at 57.5 µM;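 active means activity change of -60% or lower, but not beyond a set lower limit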; further: on the % scale 0 is the no-effect control and ±100 the full control effect
* = called active by the depositor; . = no result given; & = joins results of further samples. Unless noted, no stated cut-off is given here; in the data, active means activation above about 30%; inactive means the rest.

entry	Molecule	D2 agonist	D2 antag	D2 potentiator	D1 antagonist	TRHR ag	TRHR PAM	D1 agonist	D1 PAM	RXFP1 antagonist
1	COc1ccc(N2CCN(C(=O)CCN3C(=O)c4ccccc4S3(=O)=O)CC2)cc1	.	.	-3	1	-0.1	1	0	-3	-16
2	CCC1CCC2(CC1)NC(=O)N(CC(=O)Nc1cccc(S(=O)(=O)N(C)c3ccccc3)c1)C2=O (configuration not stated)	0.4	-5	10	-1	0.4	-5	4	0	-9
3	COc1ccc(C(C)=O)cc1CN1C(=O)NC2(CCCCCC2)C1=O	-0.1	-2	6	6	-0.5	-1	-1	-7	-6
4	O=C(NCc1cccnc1)Nc1cccc([N+](=O)[O-])c1	-0.2	-1	-10	-23	0.4	1	8	-3	5
5	Cc1ccc(-c2cc(C(=O)N3CCOCC3)no2)cc1	-0.5	-16	8	-7	-0.4	4	-1	1	5
6	Cc1cc(C(=O)N2CCN(c3ccccn3)CC2)no1	0.3	15	4	12	0.3	1	-2	2	-7
7	Nc1nc(-c2ccc(Br)cc2)c(S(=O)(=O)c2ccccc2)s1	-0.3	1	9	-24	0.0	7	2	-8	.
8	COc1ccc(OC)c(CNC(=O)CN2C(=O)CCn3nc(-c4cn(C)c5ccccc45)cc32)c1	0.5	.	0	10	-0.3	2	-1	-2	-3
9	COc1ccccc1NS(=O)(=O)c1ccc(N/N=C/c2c(C)nn(-c3ccccc3)c2N2CCCC2)c([N+](=O)[O-])c1	0.4	-6	8	18	-0.2	0	1	-1	-4
10	CNC(=O)c1c(NC(=O)Cc2coc3ccc(C)cc23)sc2c1CCCC2	.	.	.	5	-0.1	-4	4	5	-18
11	CSc1nc2ccc(NC(=O)c3ccc(Cl)s3)cc2s1	0.2	-10	-5	-6	0.2	-4	1	-7	.
12	CCc1ccc(NC(=O)CCN2C(=O)c3cccnc3C2=O)cc1	0.4	-11	0	13	0.8	0	-1	-3	-4
13	Cc1ccccc1N1CCN(C(=O)C2CCCCC2)CC1	-0.3	-6	-2	0	-0.6	6	0	1	3
14	CC1CCN(S(=O)(=O)c2ccc3c(ccn3CCC(=O)NCc3ccccc3F)c2)CC1	1.2	.	8	4	0.9	1	1	-2	-6
15	CCCCn1c(SCC(=O)Nc2nnc(CC)s2)nc2ccccc2c1=O	0.3	-2	-2	1	-0.5	4	2	-4	-2
16	O=C(N=Nc1c(O)[nH]c2ccc(Cl)cc12)c1cc(-c2cccs2)nc2ccccc12	-0.5	4	7	17	-0.1	-3	0	0	-6
17	COc1cccc(N2CCN(C(=O)c3c4c(nc5ccccc35)C(=O)N(C3CCCCC3)C4)CC2)c1	2.8	.	4	-23	-0.8	4	1	-2	-27
18	CCn1c(=O)n(CC)c2cc(NC(=O)CSc3ccc([N+](=O)[O-])cn3)ccc21	-0.7	23	6	-16	-0.8	7	0	-9	-9
19	O=C(O)CCCN1C(=O)/C(=C/c2ccc(-c3nc4ccccc4s3)o2)SC1=S	8.2	-8	18	56	2.0	17	53*	11	8
20	CCN(c1cccc(C)c1)S(=O)(=O)c1ccc2c(c1)NC(=O)CS2	.	.	.	-16	-0.8	6	12	-6	-2
21	Cc1ccc(N(C(=O)CNC(=O)c2cccs2)C(C(=O)NC2CCCC2)c2ccncc2)cc1 (configuration not stated)	-0.5	14	-2	1	-0.4	5	3	-4	-10
22	COc1ccc(-c2noc(CN3CCN(c4ccccc4F)CC3)n2)cc1OC	2.0	-4	-2	10	-0.1	-9	2	-2	-1
23	O=C(CCCN1C(=O)S/C(=C\c2ccccc2)C1=O)NNC(=O)c1ccccc1O	-1.5	10	-6	-7	0.0	-2	14	-10	-25
24	O=C1Nc2ccccc2Oc2cc([N+](=O)[O-])ccc21	2.1	11	3	-6	3.1	0	5	2	13
25	Cc1ccc(NC(=O)CN2CCN(C3CCCCC3)C(=O)C2=O)cc1C	1.0	.	-2	-1	-0.5	2	2	1	-8
26	COC(=O)c1c(NC(=O)CN2CCN(c3ccccc3Cl)CC2)sc(C)c1C	-0.4	-12	-3	0	-0.8	-2	0	3	.
27	CC(=O)NC(=S)Nc1ccc(S(=O)(=O)N(C)Cc2ccccc2)cc1	-0.4	-12	7	-31*	-0.9	13	19	-8	-23
28	Cc1ccc(NC(=O)CSc2nnc(Cn3cnc4ccccc43)o2)c(C)c1	1.0	1	11	-4	-0.4	8	8	-8	7
29	O=C(Nc1cccc(C(F)(F)F)c1)c1cccnc1N1CCN(c2ccccc2)CC1	-0.3	11	1	-4	-0.8	-4	2	-6	8
30	COc1ccc(S(=O)(=O)N(C)c2ccc(C(=O)Nc3ccccc3C(=O)N3CCOCC3)cc2)cc1	1.0	4	0	-5	-0.3	1	-1	-6	-1

Ordered by length of the SMILES (falling): three of the compounds above.
entry	Molecule	D2 agonist	D2 antag	D2 potentiator	D1 antagonist	TRHR ag	TRHR PAM	D1 agonist	D1 PAM	RXFP1 antagonist
2	CCC1CCC2(CC1)NC(=O)N(CC(=O)Nc1cccc(S(=O)(=O)N(C)c3ccccc3)c1)C2=O (configuration not stated)	0.4	-5	10	-1	0.4	-5	4	0	-9
17	COc1cccc(N2CCN(C(=O)c3c4c(nc5ccccc35)C(=O)N(C3CCCCC3)C4)CC2)c1	2.8	.	4	-23	-0.8	4	1	-2	-27
28	Cc1ccc(NC(=O)CSc2nnc(Cn3cnc4ccccc43)o2)c(C)c1	1.0	1	11	-4	-0.4	8	8	-8	7

Later entries
entry	Molecule	D2 agonist	D2 antag	D2 potentiator	D1 antagonist	TRHR ag	TRHR PAM	D1 agonist	D1 PAM	RXFP1 antagonist
31	Cc1nc2sc(C(c3ccco3)N3CCN(c4ccc(F)cc4)CC3)c(O)n2n1 (configuration not stated)	0.0	-15	6	11	-1.0	-3	0	2	0
32	CCOc1c2ccc(C(=O)N[C@H](C)C3CCCCC3)cc2nn1CCOC	0.7	-10	-5	0	0.0	-6	1	-8	.
33	COc1ccccc1CN1CCNC(=O)C1CC(=O)NCC1CCOCC1 (configuration not stated)	0.1	-12	2	13	0.2	10	4	-3	-4
34	O=C1CN(C(=O)COC(=O)CNS(=O)(=O)c2ccccc2)c2ccccc2N1	2.1	-12	-9	-14	0.2	22	3	-5	-4
35	N#Cc1c(/N=C/c2ccc(-c3ccc(C(=O)O)c(Cl)c3)o2)sc2c1CCCC2	45*	-4	-12	0	-0.5	1	1	10	-26
36	CCOC(=O)c1ccccc1NS(=O)(=O)c1cnn(CC)c1C	-1.2	8	4	-12	0.0	1	5	-2	2
37	COc1ccc(C(C)(C)C)cc1NC(=O)c1c(C)noc1C	0.4	-1	2	4	-1.5	-1	0	-2	-24
38	COC(=O)CN(C(=S)Nc1ccc(F)cc1)C1CC(=O)N(c2ccc(OC)cc2)C1=O (configuration not stated)	0.5	-7	12	-3	0.0	10	1	-6	10
39	CC(=O)NC1=C(C#N)C(c2ccccc2)c2c(ccc3ccccc23)O1 (configuration not stated)	0.6	2	3	3	1.3	-2	1	-4	7
40	CN(C(=O)CSc1nnc(-c2ccccc2F)n1N)C1CCCCC1	-0.3	-1	5	7	-0.7	1	-2	-3	-4
41	O=C(CCn1c(=S)oc2ccccc21)Nc1cccc(F)c1	-1.3	8	7	-22	-2.7	0	13	-9	-16
42	C(=N\n1cnnc1)/c1ccccc1OCCOc1ccccc1	0.7	6	-7	3	-0.9	-2	-1	-3	-4
43	COc1cc(C(=O)N(Cc2ccco2)Cc2cc3ccccc3[nH]c2=O)cc(OC)c1OC	-1.7	-4	18	-23	-0.3	11	1	-7	2
44	Cc1cc(NC(=O)CSc2nc(=O)cc(N)n2-c2ccc(C)c(C)c2)no1	0.4	-12	-1	-13	0.9	8	0	-4	-3
45	Cc1nn(Cc2ccc(F)cc2)c(C)c1NC(=O)c1noc2c1CCCCC2	-2.4	-14	2	-18	-0.9	0	3	-6	-20
46	COc1ccc(Cn2cc(F)c(=O)n(CCC(C)C)c2=O)cc1[N+](=O)[O-]	0.7	26	5	-20	0.0	-11	3	5	3
47	Cc1ccc(/C=C2\SC(=S)N(c3c(C)n(C)n(-c4ccccc4)c3=O)C2=O)cc1	0.2	1	-18	-8	-0.5	-2	4	-4	7
48	Cc1ccn2cc(-c3cccc(S(=O)(=O)N4CCCCC4)c3)nc2c1	0.5	6	-11	-24	0.5	-2	1	-1	-7
49	CCCn1c(=NC(=O)c2c(-c3c(F)cccc3Cl)noc2C)c(C(=O)OCC)cc2c(=O)n3ccccc3nc21	-0.7&0.6	-3	12&7	12&1	-0.4&0.1	3&6	0&2	2&0	.
50	Cc1nnsc1C(=O)N1CCCC(Nc2ccc(F)c(F)c2)C1 (configuration not stated)	.	.	.	-16	0.6	8	2	-4	-5
51	CCCNC(=O)c1c(C)nn(-c2cccc(C)c2)c1-n1cccc1	0.0	.	-4	1	-0.3	-4	1	-2	-14
52	COc1ccc(-c2[nH]ncc2CN(Cc2nccn2C)C(C)C)cc1F	0.3	-19	19	-1	0.2	9	4	3	.
53	CCOc1ccc(NC(=O)CC2C(=O)N(c3cccc(OC)c3)C(=O)N2C2CCCCC2)cc1 (configuration not stated)	0.8	.	3	7	1.7	-7	3	-3	.
54	COC(=O)c1sc(NC(=O)c2cc(C)on2)nc1C	0.0	-3	4	-10	0.3	-3	9	8	10
55	COc1ccc(CNC(=O)C2CCN(S(=O)(=O)c3c(C)noc3/C=C/c3cccs3)CC2)cc1	0.8	.	10	8	1.3	1	3	1	6
56	COc1cccc(C2=CC(c3ccc(N(C)C)cc3)n3ncnc3N2)c1 (configuration not stated)	-0.3	-1	7	13	-0.4	2	23	-13	.
57	COc1ccc(C2CC(=O)c3cnc(NC(=O)c4ccco4)nc3C2)cc1 (configuration not stated)	1.3	17	-1	4	-0.5	2	1	3	-14
58	Cc1ccc(OCC(=O)NCCN2CCCC2)cc1	0.4	8	-19	5	0.3	-12	3	-4	3
59	Cc1cc(N2CCCCCC2)nc2ccccc12	0.2	15	13	-3	0.0	5	4	-10	-6
60	CC(C)OC(=O)c1nnc(Cc2ccc(Cl)cc2)o1	-1.2	-23	4	24	-0.3	0	-4	0	-6
61	Nc1ccccc1C(=O)N1CCC(O)(c2ccc(Cl)cc2)CC1	1.2	-4	10	-2	1.8	4	4	1	-7
62	Cc1cccc(-c2noc(CN(C)C(=O)c3ccoc3C)n2)c1	-0.4	-9	9	-6	-0.5	-4	8	-12	9
